High-throughput results (PubChem)
Casp6 inh: blocks human caspase-6 cleavage activity; inhibition, % at 12.5 µM; P55212; AID 686996; 0.53% of 350,000 active; purified caspase-6, Z-VEID-R110 cleavage fluorescence;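 active means mean inhibition across replicates at least about 35%, with every replicate also reaching that limit, limit read from the data; inconclusive means only one of the two criteria met; inactive means neither criterion met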;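 further: 0% = median of neutral control wells and 100% = no fluorescence left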
Target sequence (P55212 24-179 limits assumed): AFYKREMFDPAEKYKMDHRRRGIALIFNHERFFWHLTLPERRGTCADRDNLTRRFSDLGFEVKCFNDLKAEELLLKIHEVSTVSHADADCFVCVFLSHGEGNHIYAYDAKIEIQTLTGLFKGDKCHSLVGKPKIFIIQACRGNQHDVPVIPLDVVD
Target sequence (P55212 194-293 limits assumed): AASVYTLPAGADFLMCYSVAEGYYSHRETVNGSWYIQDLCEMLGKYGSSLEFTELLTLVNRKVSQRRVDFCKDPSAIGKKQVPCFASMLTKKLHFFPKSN
ARNT-TACC3 inh: disruptors of human ARNT/TACC3 interaction. Q9Y6A5. AlphaScreen His-ARNT PAS-B/GST-TACC3 binding, luminescence; TACC3 fragment carries E629A point mutation. inhibition, % at 9.99 µM. 0.66% of 390,000 active;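 active means mean inhibition of replicates at least 50% and at least half of replicates each reaching 50%; inconclusive means half or more replicates reach 50% but mean below 50%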;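 further: 0% = complete ARNT plus TACC3 wells and 100% = ARNT alone without TACC3; many hits fall short of the cut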
SIRT5 block: inhibitors of human sirtuin-5 desuccinylase. Q9NXA8. Purified SirT5, succinyl-peptide AMC, trypsin-coupled fluorescence. inhibition, % at 15 µM. 1.1% of 330,000 active. AID 652115; in the data active means inhibition above about 15%; inconclusive means no clear call, values can overlap the other calls
Target sequence (Q9NXA8 whole entry, looked up): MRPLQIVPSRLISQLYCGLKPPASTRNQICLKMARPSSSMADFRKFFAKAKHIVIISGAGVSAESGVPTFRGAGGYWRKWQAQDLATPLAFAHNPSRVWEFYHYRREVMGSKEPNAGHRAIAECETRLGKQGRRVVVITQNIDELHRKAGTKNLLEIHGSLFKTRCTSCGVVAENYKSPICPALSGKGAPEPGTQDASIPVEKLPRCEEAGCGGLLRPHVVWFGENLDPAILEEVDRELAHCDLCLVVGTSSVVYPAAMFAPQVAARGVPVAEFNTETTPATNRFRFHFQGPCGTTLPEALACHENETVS
DENV2 CPE: protects cells from dengue virus 2 cytopathic effect | DENV2-infected cells, cytopathic effect rescue, plate reader | CPE inhibition, % at 9.99 µM | 1.7% of 350,000 active | AID 651640; in the data active means CPE inhibition above about 20%, passing the limit was not always enough; inconclusive means no clear call, values can overlap the other calls; tested in BHK-21 cells;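 further: 0% = median of neutral control wells and 100% = median of positive control wells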
EWS-Fli inh: blocks EWS/Fli oncoprotein-driven transcription; A673 NR0B1-luciferase reporter, viability-normalised; inhibition, % at 12.6 µM; AID 651661; 0.67% of 350,000 active;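 active means mean inhibition of at least 50% after viability correction, with every replicate also passing that limit; inconclusive means mean reaches 50% but only one of two replicates passes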;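 further: firefly luciferase signal divided by Alamar Blue viability fluorescence both relative to DMSO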
PAX8 reporter: PAX8 transcriptional activity inhibition; RMG-I TPO-luciferase reporter, SteadyGlo, 24 h; inhibition, % at 12.6 µM; 1.2% of 360,000 active; AID 652154;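 active means mean replicate inhibition at least 60% with every replicate also reaching 60%; inconclusive means only one of the two criteria is met; inactive means mean below 60% and not all replicates reaching 60%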;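 further: luciferase light reporting Pax8 driven TPO promoter activity; plate controls were median of neutral control wells for no effect and mitoxantrone controls for full effect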
LGR2 antag: inhibitors of bursicon-induced Drosophila LGR2 receptor cAMP signaling; HEK293 LGR2, CRE-luciferase, bursicon-stimulated, 4 h; inhibition, % at 9.99 µM; 0.35% of 380,000 active; AID 720647;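 active means drop in luminescence signal, shown as inhibition above about 50% in the replicate tests, limit read from the data, passing the limit was not always enough; inconclusive means probably only some replicates passing the limit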;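 further: agonist challenge used bursicon conditioned medium at about half maximal strength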
An asterisk follows results filed as active; ? = inconclusive; · = no result given; & = joins results of further samples; ! = not active in a repeat.

SMILES	Casp6 inh	ARNT-TACC3 inh	SIRT5 block	DENV2 CPE	EWS-Fli inh	PAX8 reporter	LGR2 antag
COc1ccc(S(=O)(=O)N(C)C[C@@H]2Oc3c(NS(=O)(=O)c4ccccc4)cccc3C(=O)N([C@H](C)CO)C[C@@H]2C)cc1	·	-2	-2	17	15	12	7
Brc1cccc2sc(N3CCCC3)nc12	-2	-5	-4	2	-25	-32	-40
O=C(COC(=O)CNC(=O)c1ccc(Cl)cc1)NC1CCCCCC1	3	·	11	-4	-3	1	4
COCCCN(C(=O)CCOc1ccc(C(C)(C)C)cc1)c1c(N)n(Cc2ccccc2)c(=O)[nH]c1=O	2	-6	2	-4	6	·	11
Cc1ccc(S(=O)(=O)N(C)C[C@@H]2Oc3ccc(NC(=O)CCCCCC(=O)Nc4ccccc4N)cc3C(=O)N([C@@H](C)CO)C[C@@H]2C)cc1	-6	·	-3	1	·	-3	-15
CO[C@@H]1CN(C)C(=O)c2ccc(NC(C)=O)cc2OC[C@@H](C)N(S(=O)(=O)c2cn(C)cn2)C[C@H]1C	-1	-4	-1	12	-4	-15	7
Cc1ccccc1-c1cnc2c(c1)C(=O)N([C@H](C)CO)C[C@H](C)[C@@H](CN(C)C(=O)CN(C)C)O2	-1	-5	-17	11	-1	·	11
CCSC(=Nc1ccccc1)Nc1ccccc1	-2	0	-6	6	1	3	0
Cc1ccc(S(=O)(=O)Nc2ccc3c(c2)C(=O)N([C@@H](C)CO)C[C@@H](C)[C@H](CN(C)S(=O)(=O)c2ccc(F)cc2)O3)cc1	0	·	8	-5	0	·	3
Cc1ccccc1CN1C(=O)c2ccccc2Sc2ccc(C(=O)NCCCN3CCOCC3)cc21	-1	5	8	?	·	17	23
CCCn1c(SC(C(=O)Nc2cc(C)ccc2OC)c2ccccc2)nc2ccccc2c1=O (configuration not stated)	·	1	·	·	·	-24	4
Cc1cccc(OCCC(=O)Nc2nnc(C)s2)c1	-3	1	-4	·	11	7	4
COCC#Cc1ccc2c(c1)O[C@@H](CN(C)Cc1ccncc1)[C@H](C)CN([C@@H](C)CO)S2(=O)=O	1	-2	-4	20	-14	·	-2
CC(=O)N1CCN(C(=O)c2cc(S(=O)(=O)N3CCN(c4ccccc4)CC3)ccc2Cl)CC1	-1	-3	1	-2	1	10	-11
O=C(CCN1CCCCC1)N[C@H]1CC[C@H](CCNS(=O)(=O)c2ccccc2)O[C@H]1CO	-1	-7	2	-1	8	3	13
COc1ccc2c3c([nH]c2c1)[C@@H](CO)N(C(=O)Nc1ccc(F)cc1)CC31CCN(C(=O)Nc2ccccc2)CC1	·	·	·	10	-10	·	2
C[C@@H]1CN([C@H](C)CO)S(=O)(=O)c2ccc(C#C[C@@H](C)O)cc2O[C@H]1CN(C)Cc1ccncc1	5	2	1	-1	-4	·	19
Cc1noc(C)c1S(=O)(=O)Nc1ccc2c(c1)C(=O)N([C@H](C)CO)C[C@H](C)[C@@H](CN(C)Cc1ccc(C(F)(F)F)cc1)O2	-3	-4	-5	-2	0	8	19
COc1ccccc1/C=N\Nc1cc(C)nc(-n2nc(C)cc2C)n1	·	-1	·	·	·	8	35
CC(C)OCCCNC(=O)CN1C(=O)COc2ccc(S(=O)(=O)N3CCCCCC3)cc21	37*	-2	·	-4	0	-2	-1
Cc1nn(CC(=O)NC2CCC(C)CC2)c(=O)c(C#N)c1C (configuration not stated)	2	4	-5	-1	2	5	-13
O=C(CN1C(=O)NC2(CCCC2)C1=O)NNC(=O)c1ccc(F)cc1	1	-3	-3	9	-6	-2	-5
Cc1ccsc1C(=O)OCC(=O)NC1CCS(=O)(=O)C1 (configuration not stated)	-2	2	-4	2	-7	-2	0
CC(=O)Nc1cccc(-c2ccnc3c2CC(C)(C(=O)Nc2cccc(OC(F)(F)F)c2)O3)c1 (configuration not stated)	2	·	-4	-3	52*	·	16
O=C(CC(F)(F)F)N1C[C@@H]2[C@H](c3ccccc31)[C@@H](CO)N2C(=O)c1ccncc1	2	14	2	15	12	-23	22
Cc1ccc[n+](CC(=O)c2ccc(-c3ccccc3)cc2)c1	-14	-1	·	?	·	18	5
Cc1cccc(-n2ccnc2CN2CCN(C(C)C)C(CCO)C2)c1 (configuration not stated)	-4	14	-3	-6	5	14	7
COc1ccc(CN(C)C[C@@H]2OCCCC[C@@H](C)Oc3ccc(NC(=O)Nc4ccc5c(c4)OCO5)cc3C(=O)N([C@@H](C)CO)C[C@H]2C)cc1	1	10	3	?	3	-16	-6
CCCCSc1nc2c(c(=O)[nH]c(=O)n2C)n1CCc1ccccc1	1	-1	-2	2	-1	-7	-4
CN(CCCn1cnc2c(OCc3ccccc3)ncnc21)Cc1ccco1	-3	·	-5	4	-33	-28	-5
Cn1c(=O)c2[nH]c(CCCC(=O)O)nc2n(Cc2ccccc2)c1=S	1	2	·	5	-1	-7	-11
COc1ccc2c3c(n(C)c2c1)[C@H](CO)N(C(=O)CN(C)C)CC31CN(Cc2cccnc2)C1	·	·	·	-10	-6	·	3
COc1ccc(CCC(=O)OCC(=O)Nc2c(C)nn(-c3ccccc3)c2C)cc1	1	-5	2	4	1	2	-10
NS(=O)(=O)c1ccc(Sc2ccc3c(c2)CCC3)nc1	·	2	2	-4	11	19	-13
CNc1cc(-c2ccc(OC)nc2)ncn1	1	·	·	8	-80	-120	-32
OCCCNc1c2c(nc3cc(-c4ccc(Cl)cc4)nn13)CCC2	-3	-2	-1	0	-48	-10	-29
CCCNC(=O)Cc1ccc(N)cc1	-1	·	-2	6	-11	0	·
O=C(NC1CCCC1)C1C2C=CC3(CN(Cc4cccs4)C(=O)C13)O2 (configuration not stated)	-4	-31	0	-1	-1	14	2
CC1=C(C(=O)N2CCOCC2)CC(CC(=O)NCCCCc2ccccc2)C(=O)N1CCCN1CCCC1=O (configuration not stated)	-1	·	-1	13	5	-4	4
CCSC1C(=O)N(C)C(SCC)C(=O)N1C (configuration not stated)	0	·	5	3	-3	-3	14
CN(C(=O)c1ccc(OC2CCN(CCc3ccccc3)CC2)cc1)C1CCCCC1	-4	2	3	-7	0	-13	-19
C[C@H]1CN([C@@H](C)CO)C(=O)c2cccc(NS(=O)(=O)c3cn(C)cn3)c2O[C@H]1CN(C)C(=O)Nc1cccc2ccccc12	17	23	2	-1	-2	·	-5
O=c1c2ccccc2nc(SCc2ccccc2F)n1C1CCCC1	38*	47*	·	-1	1	10	-2
CC(C)C[C@@H](CN=[N+]=[N-])N1CCN(Cc2ccccc2)CCC1=O	13	-2	-4	-15	5	-2	-4
CC(=O)Nc1ccc(N2CCN(c3ccc(C(F)(F)F)cn3)CC2)nc1	2	3	-21	?	4	-18	-14

Fetched by compound from the list above:
SMILES	Casp6 inh	ARNT-TACC3 inh	SIRT5 block	DENV2 CPE	EWS-Fli inh	PAX8 reporter	LGR2 antag
CNc1cc(-c2ccc(OC)nc2)ncn1	1	·	·	8	-80	-120	-32
OCCCNc1c2c(nc3cc(-c4ccc(Cl)cc4)nn13)CCC2	-3	-2	-1	0	-48	-10	-29
NS(=O)(=O)c1ccc(Sc2ccc3c(c2)CCC3)nc1	·	2	2	-4	11	19	-13
O=C(NC1CCCC1)C1C2C=CC3(CN(Cc4cccs4)C(=O)C13)O2 (configuration not stated)	-4	-31	0	-1	-1	14	2
O=c1c2ccccc2nc(SCc2ccccc2F)n1C1CCCC1	38*	47*	·	-1	1	10	-2

(next part)
SMILES	Casp6 inh	ARNT-TACC3 inh	SIRT5 block	DENV2 CPE	EWS-Fli inh	PAX8 reporter	LGR2 antag
O=C(C[C@@H]1CC[C@@H]2[C@H](COC[C@H](O)CN2Cc2cccc(-c3ccncc3)c2)O1)N1CCN(c2ccccc2)CC1	0	11	-2	6	24	18	1
O=C(Nc1ccccc1)N1CCCC(c2nc(-c3cccs3)no2)C1 (configuration not stated)	0	5	0	1	-24	·	-32
CCOc1cccc(C(=O)Nc2cccc(C(=O)NCC(C)C)c2)c1	-3	0	1	-8	-18	-6	19
O=C(NCc1cccs1)c1cccn2c(=O)c3sccc3nc12	0	8	0	1	7	-15	5
CC1=C(C(=O)N2CCCCCC2)CC(CC(=O)NCC2CCCCC2)C(=O)N1Cc1ccc(F)cc1 (configuration not stated)	1	·	·	?	-6	16	-4
COc1ccc(C2CC(c3ccc(C)o3)=NN2C(C)=O)cc1 (configuration not stated)	0	-8	0	34*	-81	30	-24
COc1ccc(-c2[nH]n(-c3ccc([N+](=O)[O-])cc3)c(=O)c2C=NCc2ccncc2)cc1	2	·	-5	·	-1	10	-9
COc1ccc(C2(c3ccc(OC)cc3)NC(=O)N(CC(=O)Nc3ccc(OC(F)F)cc3)C2=O)cc1	1	0	1	-2	1	33	7
CS/C(N)=N/N=C/c1cc(C)ccc1O	-3	5	-4	4	-47	-102	-41
CC(C)N1CCC(N2CCN(Cc3nc4ccccc4s3)CC2CCO)CC1 (configuration not stated)	-42	6	-6	6	-5	19	-2
NS(=O)(=O)c1ccc(NC(=O)CSc2nc3ccccc3n2-c2ccccc2)cc1	·	-1	·	·	·	20	9
CCOC(=O)C1CSCCS(=O)(=O)N1Cc1ccc(C)cc1 (configuration not stated)	0	·	0	6	-13	-11	-12
O=C(Nc1ccc(Cl)cc1)c1nc[nH]c1C(=O)NCc1ccccc1	·	5	·	·	4	6	15
Cc1ccc(SC(CC(=O)c2ccc(F)cc2)C(=O)O)cc1 (configuration not stated)	8	10	3	-2	2	-3	15
Cc1cc(C(=O)NCc2ccc3c(c2)OCO3)n(-c2ccccc2)n1	0	-2	-1	-3	6	12	23
N#Cc1ccccc1NC(=O)COC(=O)CCc1ccccc1	·	-23	3	3	5	9	-4
CCc1ccc(CN2CCCC(CNC(=O)c3cccc(OC)c3OC)C2)cc1 (configuration not stated)	-4	3	-7	1	4	16	-8
CCOc1ccc(Br)cc1S(=O)(=O)N1CCCN(C)CC1	-10	19	-4	7	4	2	1
COc1cccc(C#Cc2ccc3c(c2)O[C@@H](CN(C)C(=O)c2ccccn2)[C@@H](C)CN([C@H](C)CO)S3(=O)=O)c1	0&-5	-1&6	16*!	?	-6&7&4	9&0&14	-9&-9
CN1C(=O)c2cc(NS(C)(=O)=O)ccc2OC[C@@H]2O[C@H](CC(=O)NCc3ccccc3)CC[C@H]21	0	-3	-1	0	0	0	-4
CCOc1cc(/C=N/NC(=O)C(=O)NC2CC2)cc(Br)c1O	-4	-7	-8	47*	9	35	6
CSc1nnc(NC(=O)c2nc(S(=O)(=O)Cc3ccccc3F)ncc2Cl)s1	·	1	-3	5	28	1	-10
CCOc1ccc(C(=O)NC(=S)Nc2ccc(NC(=O)C(C)C)cc2)cc1[N+](=O)[O-]	·	-6	·	·	·	5	9
COCc1c(C(=O)NC2CCCCCC2)oc2ccccc12	-1	13	-4	-2	0	-23	·
COc1ccc(N=Nc2[nH]c3ccc(C)cc3c2O)cc1	·	-7	·	·	·	-49	-19
O=C(Cc1cccc(C(F)(F)F)c1)Nc1cccc(S(=O)(=O)N2CCCC2)c1	3	-2	6	-2	·	8	-38
COC(=O)c1c(C)[nH]c(C(=O)CN2C(=O)C3CC=CCC3C2=O)c1C (configuration not stated)	2	·	0	-8	-31	-97	-39
O=C(COc1ccccc1O)NNc1ccccc1	0	·	1	3	8	22	-3
CC(C)C(NC(=O)c1ccc(F)cc1)C(=O)NC1(C)CCS(=O)(=O)C1 (configuration not stated)	1	-3	-3	-16	8	-5	-17
O=C(COC(=O)c1ccc([N+](=O)[O-])o1)NC1CCCCC1	36*	30	2	4	-1	-5	0
COC(=O)C1(C(=O)OC)C/C=C\CN(S(=O)(=O)c2ccccc2[N+](=O)[O-])CCC1	1	·	-6	10	15	-6	0
CC(C)CN(C(=O)CN1CCOCC1)c1c(N)n(CC(C)C)c(=O)[nH]c1=O	-1	-3	-1	·	61*	9	15
CO[C@@H]1CN(C)C(=O)c2ccc(NC(=O)c3ccc4c(c3)OCO4)cc2OC[C@H](C)N(CC2CC2)C[C@H]1C	-1	0	·	-12	-6	-3	-1
O=C(O)CCCn1cc(NC(=O)c2sc3ccccc3c2Cl)cn1	4	0	3	9	·	-17	-4
